# Source: PubChem BioAssay
# HTR5A inv ctr – HTR5A inverse agonism, opioid heterodimer counter-screen; hit rate 0.083% among 340,000; P47898; inhibition, % at 9.3 µM; HTR5A cell line, luminescence; in the data active means inhibition mostly above about 23%, no sharp cut-off; inactive means mostly below about 18%;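 further: 0% = cells with DMSO and 100% = no-cell wells with DMSO; some compounds called inactive have numbers as strong as hits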
# Target sequence (P47898 whole entry, looked up): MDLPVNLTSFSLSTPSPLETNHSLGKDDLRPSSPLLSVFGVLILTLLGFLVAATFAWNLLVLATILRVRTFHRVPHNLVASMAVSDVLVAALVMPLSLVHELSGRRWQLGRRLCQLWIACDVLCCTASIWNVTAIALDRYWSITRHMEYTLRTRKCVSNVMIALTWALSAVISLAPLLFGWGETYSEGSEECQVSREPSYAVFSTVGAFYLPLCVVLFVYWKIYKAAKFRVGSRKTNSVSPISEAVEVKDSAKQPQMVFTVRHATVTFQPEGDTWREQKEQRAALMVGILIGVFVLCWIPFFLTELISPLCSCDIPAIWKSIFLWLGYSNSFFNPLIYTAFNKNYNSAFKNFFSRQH
# Tat export inh – E. coli Tat transport inhibition | E. coli MC4100 TorA-mCherry Tat export, fluorescence | inhibition, % at 10 µM | hit rate 0.036% among 340,000;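 active means mean replicate inhibition at least 50% and at least half of replicates individually reaching 50%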;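 further: exported cargo escapes ClpAP degradation while cytoplasmic cargo is degraded and loses fluorescence; 0% = median of neutral control wells and 100% = median of NaSCN control wells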
# CDK5 inh – inhibitors of human CDK5/p35 kinase; Q00535+Q15078; Recombinant CDK5/p35, ADP-Glo luminescence, 60 min; inhibition, % at 10 µM; hit rate 0.01% among 330,000; AID 488839;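 active means highest replicate inhibition of at least 50% and at least 75% of replicates reaching 50%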;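 further: plate controls were DMSO neutral control for no effect and GW8510 at 10 µM for full effect; many of its hits are not listed in these tables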
# AddAB inh – less growth of phage-infected E. coli with AddAB; E. coli expressing H. pylori AddAB, absorbance growth; inhibition, % at 11.9 µM; hit rate 0.29% among 330,000; AID 435030; in the data active means inhibition above about 12%;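 further: 0% = vehicle wells of infected cells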
# PKA-R2B act – activates the human PKA-R2B holoenzyme complex | P22694+P31323 | PKA-R2B holoenzyme dissociation, Cy5-IP20 fluorescence polarization; R2B truncated from residue 108, S112A mutant; 0% DMSO only, 100% 113 µM cGMP | activation, % at 11.4 µM | hit rate 0.079% among 340,000 | AID 504700;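 active means activation above a cutoff set at the mean over all compounds plus 3 SD, cut at about 18% in these data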;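 further: higher means more holoenzyme dissociation and a rise in polarization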
# Target sequence (P31323 whole entry, looked up, other chains not shown, the tested form may be a part): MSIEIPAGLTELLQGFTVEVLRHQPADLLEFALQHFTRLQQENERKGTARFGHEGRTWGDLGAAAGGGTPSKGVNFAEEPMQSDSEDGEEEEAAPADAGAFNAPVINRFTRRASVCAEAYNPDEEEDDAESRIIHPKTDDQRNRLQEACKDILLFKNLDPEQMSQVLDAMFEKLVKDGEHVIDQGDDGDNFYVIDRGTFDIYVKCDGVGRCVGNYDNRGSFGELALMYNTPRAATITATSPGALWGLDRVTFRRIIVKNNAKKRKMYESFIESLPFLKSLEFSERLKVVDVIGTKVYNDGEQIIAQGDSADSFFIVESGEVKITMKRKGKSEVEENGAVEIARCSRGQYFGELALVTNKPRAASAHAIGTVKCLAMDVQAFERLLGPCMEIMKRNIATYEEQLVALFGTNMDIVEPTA
# phage Ecoli inh – E. coli growth loss with phage present; growth absorbance; inhibition, % at 11.9 µM; hit rate 0.26% among 360,000; AID 651602; in the data active means inhibition above about 11%
# Mot1-301 SUMO – inhibitors of SUMOylation pathway: yeast Mot1-301 growth rescue; S. cerevisiae Mot1-301 growth rescue, ATP luminescence, 38.5C; percent above DMSO median, 100 means doubled; hit rate 1% among 320,000; AID 2716; growth rescue, % at 18.8 µM;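 active means every valid replicate shows activation above 250% relative to neutral control wells; inactive means the rest, any valid replicate at or below 250%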;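 further: OY570 slx delta 5 strain wells were the positive control but not used for scaling; some compounds called inactive have numbers as strong as hits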
# PKA-R1A activ – activators of PKA-R1A complex | hit rate 0.083% among 340,000 | P00514+P68181 | AID 504707 | PKA-R1A dissociation, Cy5-IP20 fluorescence polarization; scaled: DMSO 0%, 113 µM cGMP 100% | activation, % at 11.4 µM;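 active means percent activation above the mean of all tested compounds plus 3 SD, cut at about 19% in these data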;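 further: higher means more PKAc released from R1A so a rise in polarization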
# E coli growth – counter-screen for AddAB inhibitors: E. coli growth inhibition | hit rate 0.27% among 330,000 | E. coli V3065 growth, OD600 absorbance, 18 h | inhibition, % at 11.9 µM;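 active means inhibition above the campaign's mean inhibition across all tested compounds plus 3 SD, cut at about 9.9% in these data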;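 further: uninfected addAB+ strain grown without phage in ampicillin broth; 0% = DMSO wells and 100% = ciprofloxacin 0.95 µg/ml wells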
# DAGLB inhibitor – diacylglycerol lipase beta (human) inhibition | Q8NCG7 | HEK293T DAGLB membrane lysate, EnzChek fluorogenic substrate | inhibition, % at 5.17 µM | hit rate 0.059% among 340,000 | AID 504411; in the data active means inhibition above about 34%;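 further: 0% = enzyme with vehicle and 100% = wells lacking enzyme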
# HTR5A ag ctr – counter-screen for OPRM1-OPRD1 agonists: human HTR5A agonism. P47898. HTR5A agonist assay, luminescence, cell-based. activation, % at 9.3 µM. hit rate 0.61% among 340,000. AID 504692; in the data active means activation mostly above about 9.5%, no sharp cut-off; inactive means mostly below about 7.6%;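 further: 0% = cells with vehicle only and 100% = reference agonist; strong numbers were not always called active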
# Active calls of the source: *; · = no result given. Rows are unselected; 2.3% or so of the library scored in one or more.
No.	SMILES	HTR5A inv ctr	Tat export inh	CDK5 inh	AddAB inh	PKA-R2B act	phage Ecoli inh	Mot1-301 SUMO	PKA-R1A activ	E coli growth	DAGLB inhibitor	HTR5A ag ctr
1	Cc1ccc(NC(=O)Nc2cnccn2)cc1Cl	1	-3	-0.5	2.8	-8	3.6	3	-3	0.9	0	-1
2	CCCCOCCCNC(=O)c1ccccc1OCC	-1	-3	1.2	0.7	11	0.9	-1	3	0.7	-7	3
3	Cc1ccc(Cl)c(Cn2cnc3c(cnn3C(C)(C)C)c2=O)c1F	-1	15	0.2	1.8	-8	1.3	4	1	0.7	-4	1
4	CS(=O)(=O)c1ccc(Cl)c(NC(=O)COC(=O)CCN2C(=O)C3CC=CCC3C2=O)c1 (stereo unspecified)	-15	-1	0.4	·	-1	2.4	·	4	·	3	6
5	O=c1oc2ccccc2c(Nc2ccc3ncccc3c2)c1[N+](=O)[O-]	-7	-4	-1.1	0.7	-12	1.0	5	-15	0.8	9	-4
6	O=C(CCc1ccccc1)NNC(=O)c1cccc(F)c1	0	4	1.0	1.7	1	3.0	-1	-5	-1.7	1	0
7	CC(CC1C(C#N)=C(N)SC(N)=C1C#N)c1ccccc1 (stereo unspecified)	8	1	4.8	3.2	-6	2.5	-30	-6	2.0	4	-4
8	CC(=O)N1c2ccc(S(=O)(=O)N3CCC(C(=O)NCc4ccc(C)cc4)CC3)cc2CC1C (stereo unspecified)	-6	2	0.5	2.5	-6	3.0	56	-7	-0.6	0	2
9	O=C(COc1ccccc1)NC1=NCCS1	8	0	0.8	-0.2	-12	-0.5	0	4	-2.1	1	1
10	O=C(NC1CCCN(Cc2ccccc2F)C1)c1cccc(N2CCCC2=O)c1 (stereo unspecified)	10	-19	0.0	4.7	3	0.4	-21	9	-1.3	-1	-4
11	O=C(NCCc1ccc(Cl)cc1)C1(c2ccccc2)CC1	4	1	0.7	0.3	-1	-0.4	-6	-4	-0.8	-7	4
12	O=C(Cc1ccccc1F)Nc1ccc(S(=O)(=O)N2CCCCC2)cc1	3	11	-1.0	2.0	3	5.1	15	1	2.0	0	-1
13	Cc1ccc(Cl)cc1N1CCN(Cc2nc3c(c(=O)[nH]c(=O)n3C)n2CCc2ccccc2)CC1	17	-6	1.7	-1.7	6	1.6	3	-4	-2.1	-3	-5
14	COc1ccc(-c2[nH]ncc2/C=N/NC(=O)c2cc(Br)ccc2O)c(OC)c1	-7	9	-1.2	3.3	-2	2.3	-10	-7	1.1	8	2
15	COc1ccc(C(=O)OCC(=O)Nc2cc(C)c(C)cc2[N+](=O)[O-])cc1	11	-1	-1.7	3.0	-11	4.3	4	-5	-0.1	-16	4
16	COc1ccc(C(C(=O)Nc2ccc(F)cc2)N(C(=O)Cn2nnc3ccccc32)C2CC2)cc1 (stereo unspecified)	-15	-2	-1.1	0.6	2	4.2	-23	-5	-1.3	-1	-3
17	COc1ccn(C2CCCCO2)c(=O)n1 (stereo unspecified)	-4	-4	-1.8	·	-20	3.5	·	6	·	-1	1
18	CC(C)C(c1nnnn1C1CCCCC1)N1CCc2ccccc21 (stereo unspecified)	-15	10	-1.2	1.4	-9	2.2	·	-5	0.3	-3	-3
19	O=C(CC1COc2ccccc2O1)NCc1ccccc1 (stereo unspecified)	19	-3	2.2	1.5	8	2.7	-16	-16	2.4	1	-4
20	COC(=O)c1c(C)[nH]c(O)c1C=Nc1ccc(Oc2ccccc2)cc1	15	-2	0.7	-0.2	3	3.1	2	-1	0.0	-2	5

No.	SMILES	HTR5A inv ctr	Tat export inh	CDK5 inh	AddAB inh	PKA-R2B act	phage Ecoli inh	Mot1-301 SUMO	PKA-R1A activ	E coli growth	DAGLB inhibitor	HTR5A ag ctr
21	CSc1ccccc1COC(=O)Nc1ccccc1C	-2	4	0.4	3.3	1	2.4	10	-3	0.2	-8	1
22	O=C(Nc1ccc(NC(=O)C2CC2)nc1)c1ccccn1	-9	0	1.8	3.4	1	1.9	-6	0	2.6	0	0
23	COC(=O)[C@]1(C)N[C@H](CN(C)S(=O)(=O)c2ccc(OC(F)(F)F)cc2)[C@@H]2C(=O)N(Cc3ccccc3)C(=O)[C@@H]21	4	1	0.0	1.7	4	1.4	·	-4	-1.2	-6	-1
24	CC(=O)c1cccc(OCc2cc(C(=O)N(C)C(C)c3ccccn3)no2)c1 (stereo unspecified)	-10	2	-1.3	-0.1	9	-1.7	18	-7	-1.4	1	-1
25	CCCOc1ccccc1-n1sc2c(c1=S)-c1cc(OC)cc3c1N(C(=O)C3=O)C2(C)C	11	14	-1.7	4.7	10	1.7	·	-11	-1.1	16	-4
26	CCN(C(=O)COC(=O)C(c1ccccc1)c1ccccc1)c1c(N)n(Cc2ccccc2)c(=O)[nH]c1=O	-16	6	-0.9	·	11	5.5	·	-8	·	-2	3
27	COC(=O)c1sccc1NC(=O)CN1CCN(c2ccc(F)cc2)CC1	-31	5	-0.7	-1.3	3	0.2	-3	-7	0.0	-6	11
28	COc1cccc(C(=O)COC(=O)CCC(=O)c2ccccc2)c1	-15	4	0.2	2.8	-6	2.4	5	-11	-2.8	-3	-4
29	Cc1ccccc1OCC(=O)Nc1cccc(C(=O)O)c1	-1	-2	-2.2	·	2	1.6	·	0	·	2	0
30	CCOc1cccc(N2C(=O)CC(N(CCc3ccc(OC)c(OC)c3)C(=O)CC)C2=O)c1 (stereo unspecified)	-19	0	-0.2	4.5	-10	2.8	115	-4	0.1	3	5
31	CN(C)CCN1C(=O)C(=O)/C(=C(/O)c2ccc(S(=O)(=O)N3CCOCC3)cc2)C1c1ccc(F)cc1 (stereo unspecified)	8	-2	0.2	-0.3	-1	-0.1	-11	2	1.3	-1	2
32	CCn1nc(C)c(CNC(=O)CC2C(=O)NCCN2CC(C)(C)C)c1C (stereo unspecified)	3	-7	-2.1	-0.6	-4	3.1	16	-2	-0.3	2	-1
33	Cc1cc(C)n(-c2c(F)c(F)c(CN3CCCCC3)c(F)c2F)n1	-5	-2	0.0	-1.0	2	2.4	-5	1	-0.2	-1	2
34	N#Cc1ccsc1NC(=O)CCS(=O)(=O)c1ccccc1	11	-8	-0.8	1.3	0	2.6	-3	-2	1.4	0	4
35	CCc1ccc(-n2c(Cc3ccccc3)n[nH]c2=S)cc1	4	-2	1.8	0.9	-2	4.5	889*	-12	1.0	4	-2
36	OCCN1CCN(C(=S)c2ccc(Cl)cc2)CC1	8	-6	-1.0	2.9	-10	2.2	-8	-4	0.4	-6	-3
37	O=C1S/C(=C\c2cccs2)C(=O)N1c1ccc(O)cc1	-22	2	0.9	-1.4	2	3.5	28	6	0.7	-84	6
38	CCC(=O)N1CCCc2cc(S(=O)(=O)N3CCN(c4ccccn4)CC3)ccc21	22	-10	0.6	2.1	-7	1.3	·	-2	2.6	0	1
39	Cc1ccc(-n2c(-c3ccco3)nc3nc4ccccc4nc32)cc1F	-18	-3	-0.1	-0.3	3	4.3	8	4	1.2	0	1
40	COc1ccc(O)c(-c2nc(N)nc(N)n2)c1	-12	-9	24	3.7	-6	3.7	-16	0	1.1	0	11

# Limited to DAGLB inhibitor, for some of the entries so far:
nr	compound	DAGLB inhibitor
19	O=C(CC1COc2ccccc2O1)NCc1ccccc1 (stereo unspecified)	1
20	COC(=O)c1c(C)[nH]c(O)c1C=Nc1ccc(Oc2ccccc2)cc1	-2
21	CSc1ccccc1COC(=O)Nc1ccccc1C	-8
22	O=C(Nc1ccc(NC(=O)C2CC2)nc1)c1ccccn1	0
23	COC(=O)[C@]1(C)N[C@H](CN(C)S(=O)(=O)c2ccc(OC(F)(F)F)cc2)[C@@H]2C(=O)N(Cc3ccccc3)C(=O)[C@@H]21	-6
24	CC(=O)c1cccc(OCc2cc(C(=O)N(C)C(C)c3ccccn3)no2)c1 (stereo unspecified)	1

# Back to the main list; the 3 compounds before the break are reprinted first.
No.	SMILES	HTR5A inv ctr	Tat export inh	CDK5 inh	AddAB inh	PKA-R2B act	phage Ecoli inh	Mot1-301 SUMO	PKA-R1A activ	E coli growth	DAGLB inhibitor	HTR5A ag ctr
38	CCC(=O)N1CCCc2cc(S(=O)(=O)N3CCN(c4ccccn4)CC3)ccc21	22	-10	0.6	2.1	-7	1.3	·	-2	2.6	0	1
39	Cc1ccc(-n2c(-c3ccco3)nc3nc4ccccc4nc32)cc1F	-18	-3	-0.1	-0.3	3	4.3	8	4	1.2	0	1
40	COc1ccc(O)c(-c2nc(N)nc(N)n2)c1	-12	-9	24	3.7	-6	3.7	-16	0	1.1	0	11
41	COC(=O)c1cc(Br)c(=O)n(-c2cc(C)on2)c1	3	6	0.4	0.6	8	2.1	45	1	1.8	0	-1
42	CS(=O)(=O)c1ccc2nc(NC(=O)CN3CCCCCC3)sc2c1	10	4	-0.9	1.3	-10	0.2	28	0	5.5	-1	8
43	O=C(c1cccs1)N1CCCN(c2ncnc3scc(-c4ccccc4)c23)CC1	-15	1	0.0	2.2	3	0.6	31	-8	-0.3	-3	-6
44	CSc1nc2nccc(-c3ccc4c(c3)OCO4)n2n1	2	-6	0.6	5.0	-3	4.4	22	3	-0.2	0	-1
45	Cc1cc(C)cc(OCCn2nnc3ccccc32)c1	0	-2	1.2	5.6	-1	-0.2	-5	2	-0.7	-7	3
46	O=C(/C=C/c1ccc(Cl)cc1Cl)N1CCN(c2ccc([N+](=O)[O-])c(N3CCOCC3)c2)CC1	16	-2	1.8	0.0	-5	1.0	281	3	0.3	0	-2
47	CCOc1ccc(C2C3=C(CCCC3=O)Nc3nc(C(F)(F)F)nn32)cc1OC (stereo unspecified)	-14	5	0.4	3.3	-15	0.1	-1	-2	2.4	4	6
48	O=C(Cc1ccccc1F)Nc1cc(S(=O)(=O)N2CCCC2)ccc1Cl	-9	2	0.2	1.6	-1	2.1	24	-14	0.3	-3	4
49	COc1cc2cc(C(=O)N/N=C/c3ccc(F)cc3)[nH]c2cc1OC	4	-2	2.4	1.6	-11	4.1	8	4	1.7	-14	-1
50	CC(C)CN(C(=O)c1cc(=O)[nH]c2ccccc12)c1c(N)n(Cc2ccccc2)c(=O)[nH]c1=O	16	-8	0.2	-1.4	-1	5.3	1	5	0.4	2	-2
51	COc1ccc(-n2c(=S)[nH]c3cc(C(=O)NCCCN4CCOCC4)ccc3c2=O)cc1	-24	-9	1.6	0.6	4	0.5	190	1	-1.6	0	9
52	CN1C(=O)NC(c2ccccc2[N+](=O)[O-])C2=C1CCCC2=O (stereo unspecified)	-15	-3	-0.9	-1.5	-7	0.8	35	-7	-2.1	-10	4
53	CC(=O)c1cccc(NC(=O)CCS(=O)(=O)c2cc3c(cc2C)NC(=O)CO3)c1	-1	-2	2.4	2.0	9	0.2	-11	6	-0.6	1	0
54	CCOC(=O)c1cc(CC)sc1NC(=O)CN1CCN(C(=O)C2CCCO2)CC1 (stereo unspecified)	12	-20	0.6	0.6	-12	0.4	5	1	0.1	-1	0
